H9c2 protect: cardioprotection against H2O2-induced cell death, primary screen, uHTS, H9c2 cells, ATPLite luminescence; H9c2 cardiomyocytes, H2O2 injury protection, 2 h; protection from H2O2 cell death, % at 20 µM; actives 0.63% (n = 360,000); AID 588492, 2011;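 active = compounds giving at least 50% protection of heart cells from peroxide-induced death in the single-dose screen, raw or plate-pattern-corrected value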;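 note: 0% = DMSO wells with peroxide and 100% = DMSO wells without peroxide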
MC4R antag cAMP: MC4R antagonists of cAMP signaling, primary screen, cell-based, TR-FRET, antagonist arm of biased-ligand search; Melanocortin receptor 4 (Homo sapiens), P32245; MC4R-expressing cells, MTII-stimulated cAMP, LANCE TR-FRET; inhibition, % at 6.5 µM; actives 0.48% (n = 360,000); AID 540295, 2011;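 active = inhibition above its plate's cutoff, the mean of tested wells on that plate plus 3 SD, cut at about 29% in these data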;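 note: 0% = Melanotan II alone and 100% = Melanotan II plus saturating MCL0020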
Target sequence (P32245 whole entry, looked up): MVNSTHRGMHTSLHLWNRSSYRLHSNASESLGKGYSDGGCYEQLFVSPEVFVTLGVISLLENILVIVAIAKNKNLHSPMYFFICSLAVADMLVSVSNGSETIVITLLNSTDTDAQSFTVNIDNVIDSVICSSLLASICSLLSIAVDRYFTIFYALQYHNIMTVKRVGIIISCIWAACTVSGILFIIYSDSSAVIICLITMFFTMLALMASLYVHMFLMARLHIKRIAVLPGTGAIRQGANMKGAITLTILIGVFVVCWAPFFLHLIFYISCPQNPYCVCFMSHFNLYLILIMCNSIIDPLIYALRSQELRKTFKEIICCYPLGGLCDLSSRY
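Test system: U2OS cells stably expressing human melanocortin 4 receptor (MC4R); also added: Melanotan II challenge; compound: 6.5 µM single dose; timing: 30-min compound preincubation, 1-h Melanotan II challenge, 1-h detection, room temperature; signal: Eu-cAMP/anti-cAMP TR-FRET, emission 671 nm; repeats: one well per compound, no replicates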
N-glyco inh: increase of ERlucT glycosylation luciferase signal, primary screen, N-linked glycosylation inhibitor project, D54 ERlucT cells, luminescence, set 2 | reporter increase, % at 12.5 µM | actives 0.23% (n = 360,000) | D54 ERlucT glycosylation luciferase reporter, 24 h; percent of 100 nM tunicamycin response;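 active = mean luciferase reporter signal, scaled so untreated is 0 and the glycosylation-blocking control 100, at or above a set limit in every replicate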;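 note: luciferase carries N-glycosylation sites so blocking glycosylation raises the light; 0% = median of neutral control wells and 100% = median of 100 nM tunicamycin wells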
Vif inh: HIV Vif self-association inhibitors, primary screen, imaging, HEK293T, single point | HEK293T cells, Vif self-association by quenched fluorescence, 24 h | inhibition, % at 7.49 µM | actives 0.35% (n = 340,000); in the data active = inhibition above about 50%, passing the limit was not always enough; note: some results filed as inactive read as strong as hits
CaV13 ICDI inh: Disruptors of the CACNA1D IQ motif to Ca2+-dependent inactivation inhibitor domain association, primary screening, Förster resonance energy transfer in intact living …; HEK cells, CFP/YFP FRET ICDI-IQ, plate reader, 10 min; percent FRET-ratio fall versus neutral wells; inhibition, % at 12.3 µM; actives 0.098% (n = 340,000);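 active = mean replicate inhibition of at least 30% and at least 1% of replicates passing that level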;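 note: 0% = median of the neutral control wells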
PDI inh: inhibitors of human PDI, primary screen, biochemical, turbidity, single point, plate reader; Protein disulfide-isomerase (Homo sapiens), P07237; actives 0.052% (n = 350,000); PDI insulin aggregation turbidity, A650, 90 min; inhibition, % at 10 µM;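 active = mean inhibition across replicates of 30% or more, whatever share of single replicates reach that level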;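 note: absorbance from insulin aggregation driven by PDI reduction with DTT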
ABCB6 inh MLPCN: ABCB6 transporter inhibitors, primary screen, K562-ABCB6 cells, flow cytometry, MLPCN library | actives 0.19% (n = 360,000) | fluorescence ratio to DMSO, % at 10 µM | AID 602162, 2011 | ATP-binding cassette sub-family B member 6 (Homo sapiens), Q9NP58 | K562-ABCB6 porphyrin accumulation, 1 h; active compounds read low;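 active = fluorescence ratio to DMSO below 75%, the collection mean minus 3 SD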;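 note: signal is porphyrin accumulated inside mitochondria; 100% equals median channel fluorescence of DMSO control wells; lower ratio means ABCB6 inhibition with less porphyrin fluorescence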
aDG glyco act: activators of alpha-DG glycosylation, primary screen, uHTS, Pro5-aDG cells, AlphaScreen. alpha-DG glycosylation AlphaScreen (IIH6); 0% Pro5, 100% B10-LARGE cell signal. activation, % at 10 µM. actives 0.22% (n = 360,000). AID 624168, 2012;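 active = activation of at least 8% versus controls, or a plate z-score of at least 8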;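 note: Pro5 are CHO cells carrying HIG-tagged alpha-DG that lacks glycosylation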
m5-HT2A agonist: mouse Htr2a agonists via beta-arrestin recruitment, primary screen, cell-based, luminescence | activation, % at 7.6 µM | CHO-K1 mHTR2A beta-arrestin complementation; percent of 30 µM serotonin response | AID 624169, 2012 | 5-hydroxytryptamine receptor 2A (Mus musculus), P35363 | actives 0.66% (n = 360,000);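 active = activation above a run cutoff, the mean activation of all tested compounds plus 3 SD, cut at about 14% in these data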;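 note: 0% = plate median of compound wells and 100% = 30 µM serotonin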
Target sequence (P35363 whole entry, looked up): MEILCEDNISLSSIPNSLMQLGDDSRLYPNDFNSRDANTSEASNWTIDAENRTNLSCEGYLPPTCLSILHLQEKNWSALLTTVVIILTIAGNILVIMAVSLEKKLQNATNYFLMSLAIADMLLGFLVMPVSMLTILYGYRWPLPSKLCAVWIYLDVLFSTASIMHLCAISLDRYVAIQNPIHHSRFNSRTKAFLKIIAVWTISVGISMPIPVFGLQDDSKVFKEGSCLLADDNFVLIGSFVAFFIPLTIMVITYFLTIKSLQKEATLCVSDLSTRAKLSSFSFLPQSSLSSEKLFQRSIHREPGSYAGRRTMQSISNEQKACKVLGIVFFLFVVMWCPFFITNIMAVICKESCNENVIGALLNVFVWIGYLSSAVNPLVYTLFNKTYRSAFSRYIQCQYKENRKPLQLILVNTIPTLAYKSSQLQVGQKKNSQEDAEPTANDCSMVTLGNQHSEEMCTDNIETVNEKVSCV
MC4R ag barr: MC4R agonists recruiting beta-arrestin, primary screen, cell-based, luminescence, agonist arm of biased-ligand search. Melanocortin receptor 4 (Homo sapiens), P32245. U2OS MC4R beta-arrestin complementation; percent of melanotan II response, DMSO zero. activation, % at 8.9 µM. actives 0.98% (n = 360,000). AID 540308, 2011;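 active = activation above a per-plate cutoff, the mean activation of sample wells on that plate plus 3 SD, cut at about 8% in these data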
The depositor's hits bear a star.

How did COc1ccc(S(=O)(=O)N2CCCCCC2)cc1C(=O)N(C)Cc1cccc(OC)c1OC do in these assays?
H9c2 protect: -6; MC4R antag cAMP: 2; N-glyco inh: 0; Vif inh: -8; CaV13 ICDI inh: -6; PDI inh: 2; ABCB6 inh MLPCN: 94; aDG glyco act: -0.2; m5-HT2A agonist: -11; MC4R ag barr: 0.9

How did Cc1nc2ccccc2nc(C)c1=NOCc1cccc(Cl)c1 do in these assays?
H9c2 protect: -14; MC4R antag cAMP: 4; N-glyco inh: -2; Vif inh: 3; CaV13 ICDI inh: -7; PDI inh: 16; ABCB6 inh MLPCN: 102; aDG glyco act: -0.1; m5-HT2A agonist: 2; MC4R ag barr: -0.1

Results for COc1ccc(OCCC(=O)OCC(=O)NC2CCCCC2)cc1 ?
H9c2 protect: -1; MC4R antag cAMP: 2; N-glyco inh: 3; Vif inh: -11; CaV13 ICDI inh: -3; PDI inh: -5; ABCB6 inh MLPCN: 100; aDG glyco act: 0.1; m5-HT2A agonist: -3; MC4R ag barr: 0.6

Results for NC(=O)C1(N2CCCCC2)CCN(C(=O)CSc2nc3ccccc3o2)CC1 ?
H9c2 protect: -10; MC4R antag cAMP: -4; N-glyco inh: 1; Vif inh: -26; CaV13 ICDI inh: -1; PDI inh: 14; ABCB6 inh MLPCN: 98; aDG glyco act: 0.5; m5-HT2A agonist: -1; MC4R ag barr: -0.1

What do the screens show for `CC(=O)C1=CCC(c2ccc(C)o2)N(S(=O)(=O)c2ccc(C)cc2)C1` (stereo unspecified)?
H9c2 protect: 3; N-glyco inh: 0; ABCB6 inh MLPCN: 98; aDG glyco act: 0.2; m5-HT2A agonist: -1

What do the screens show for `O=C(O)CSc1ccccc1C(=O)O`?
H9c2 protect: 7; MC4R antag cAMP: -3; N-glyco inh: -1; CaV13 ICDI inh: -4; PDI inh: 6; ABCB6 inh MLPCN: 93; aDG glyco act: -0.1; m5-HT2A agonist: 0; MC4R ag barr: -2.2

How did CCc1nc(SCc2cc(=O)[nH]c3ccccc23)c2c(C)c(C)sc2n1 do in these assays?
H9c2 protect: -1; MC4R antag cAMP: 8; N-glyco inh: -1; Vif inh: -2; CaV13 ICDI inh: -3; PDI inh: -2; ABCB6 inh MLPCN: 100; aDG glyco act: 0.0; m5-HT2A agonist: 6; MC4R ag barr: 1.3

What do the screens show for `O=C(NCCc1ccccc1)C1CCN(S(=O)(=O)c2cccc3nsnc23)CC1`?
H9c2 protect: 8; MC4R antag cAMP: 0; N-glyco inh: -1; CaV13 ICDI inh: -4; PDI inh: -3; ABCB6 inh MLPCN: 100; aDG glyco act: 0.1; m5-HT2A agonist: -2; MC4R ag barr: 0.3

What do the screens show for `COc1cc(/C=C\C(=O)NCc2ccc3[nH]c(C)cc3c2)cc(OC)c1OC`?
H9c2 protect: 2; MC4R antag cAMP: 1; N-glyco inh: 1; CaV13 ICDI inh: -6; ABCB6 inh MLPCN: 102; aDG glyco act: -0.3; m5-HT2A agonist: -9; MC4R ag barr: 1.6

What do the screens show for `O=C(Cc1cccc2ccccc12)Nc1cccnc1`?
H9c2 protect: 0; MC4R antag cAMP: 4; N-glyco inh: 1; Vif inh: -4; CaV13 ICDI inh: 10; PDI inh: -3; ABCB6 inh MLPCN: 102; aDG glyco act: 0.0; m5-HT2A agonist: 7; MC4R ag barr: 0.9

How did NS(=O)(=O)c1ccc(NC(=S)NC2CCCCCC2)cc1 do in these assays?
H9c2 protect: 5; MC4R antag cAMP: -6; N-glyco inh: -2; Vif inh: 10; CaV13 ICDI inh: -5; PDI inh: -3; ABCB6 inh MLPCN: 105; aDG glyco act: 0.6; m5-HT2A agonist: -1; MC4R ag barr: 0.8

How did Cc1ccc(N2C(=O)C3C(C2=O)N2C(c4cccs4)C4C(=O)N(c5ccc(C)cc5)C(=O)C4N2C3c2cccs2)cc1 (stereo unspecified) do in these assays?
H9c2 protect: 5; MC4R antag cAMP: 1; N-glyco inh: -1; Vif inh: 1; CaV13 ICDI inh: -19; PDI inh: -4; ABCB6 inh MLPCN: 100; aDG glyco act: -0.1; m5-HT2A agonist: 0; MC4R ag barr: -2.3

What do the screens show for `O=C(OCC(=O)N1CCCc2ccccc21)c1cc(S(=O)(=O)N2CCOCC2)ccc1O`?
H9c2 protect: 1; MC4R antag cAMP: 5; N-glyco inh: -2; Vif inh: 1; CaV13 ICDI inh: -3; PDI inh: -10; ABCB6 inh MLPCN: 98; aDG glyco act: 0.0; m5-HT2A agonist: 1; MC4R ag barr: -0.6

Results for Cc1ccccc1S(=O)Cc1ccc(C(=O)NC2CC2)o1 (stereo unspecified) ?
H9c2 protect: 7; MC4R antag cAMP: 12; N-glyco inh: -2; Vif inh: 22; CaV13 ICDI inh: -6; PDI inh: -2; ABCB6 inh MLPCN: 103; aDG glyco act: 0.2; m5-HT2A agonist: 3; MC4R ag barr: -1.0

How did Cc1ccc(S(=O)(=O)NCc2ccccc2)cc1C(=O)N1CC(C)CC(C)C1 (stereo unspecified) do in these assays?
H9c2 protect: -6; MC4R antag cAMP: 3; N-glyco inh: 1; Vif inh: 3; CaV13 ICDI inh: -7; PDI inh: -1; ABCB6 inh MLPCN: 95; aDG glyco act: 0.4; m5-HT2A agonist: 1; MC4R ag barr: 0.0

How did COC(=O)c1cccc(S(=O)(=O)N(Cc2ccco2)Cc2cc3cc(OC)ccc3[nH]c2=O)c1 do in these assays?
H9c2 protect: 78*; MC4R antag cAMP: 14; N-glyco inh: -2; Vif inh: 1; CaV13 ICDI inh: -6; PDI inh: -4; ABCB6 inh MLPCN: 93; aDG glyco act: -0.1; m5-HT2A agonist: 0; MC4R ag barr: -2.2

What do the screens show for `CCCN(CCC)S(=O)(=O)c1ccc(C(=O)NNc2nc(-c3ccccc3)c3cc(Br)ccc3n2)cc1`?
H9c2 protect: 5; MC4R antag cAMP: 11; N-glyco inh: -4; Vif inh: -1; CaV13 ICDI inh: -5; PDI inh: 10; ABCB6 inh MLPCN: 94; aDG glyco act: 0.4; m5-HT2A agonist: -5; MC4R ag barr: -2.1

What do the screens show for `S=C(NCCCN1CCOCC1)N1CCN(c2nc(-c3ccc(Cl)cc3)cs2)CC1`?
H9c2 protect: -19; MC4R antag cAMP: 15; N-glyco inh: 1; Vif inh: 0; CaV13 ICDI inh: -5; PDI inh: -5; ABCB6 inh MLPCN: 95; aDG glyco act: 3.1; m5-HT2A agonist: -7; MC4R ag barr: 0.7

Results for Cc1ccc(S(=O)(=O)NCc2ccccc2)cc1C(=O)N(C)Cc1ccc(F)cc1 ?
H9c2 protect: -2; MC4R antag cAMP: 2; PDI inh: 4; ABCB6 inh MLPCN: 100; aDG glyco act: 0.0; m5-HT2A agonist: 0; MC4R ag barr: -2.7

How did O=C(O)/C=C\C(=O)Nc1ccc(Oc2ccc(Br)cc2)cc1 do in these assays?
H9c2 protect: -4; MC4R antag cAMP: 18; N-glyco inh: 1; Vif inh: -18; CaV13 ICDI inh: 3; PDI inh: 2; ABCB6 inh MLPCN: 98; aDG glyco act: -0.1; m5-HT2A agonist: 1; MC4R ag barr: 1.1

Results for CCOc1ccc(/C(O)=C2\C(=O)C(=O)N(c3ccccn3)C2c2ccccc2F)c(C)c1 (stereo unspecified) ?
H9c2 protect: 5; MC4R antag cAMP: 21; N-glyco inh: 0; CaV13 ICDI inh: -7; PDI inh: -3; ABCB6 inh MLPCN: 95; aDG glyco act: -0.1; m5-HT2A agonist: 1; MC4R ag barr: -1.1

How did Cc1[nH]n(-c2ccccc2)c(=O)c1/C=N/NC(=O)COc1ccccc1[N+](=O)[O-] do in these assays?
H9c2 protect: 62*; MC4R antag cAMP: 0; N-glyco inh: -2; Vif inh: 6; CaV13 ICDI inh: -5; PDI inh: 0; ABCB6 inh MLPCN: 104; aDG glyco act: 0.5; m5-HT2A agonist: -6; MC4R ag barr: -1.1

What do the screens show for `Clc1ccc(C2=NNC(=NCc3ccccc3)SC2)cc1`?
H9c2 protect: 2; MC4R antag cAMP: -1; N-glyco inh: 1; Vif inh: -7; CaV13 ICDI inh: -2; PDI inh: -1; ABCB6 inh MLPCN: 97; aDG glyco act: -0.2; m5-HT2A agonist: -1; MC4R ag barr: 1.8

How did O=C(Nc1cccc(OC(F)(F)F)c1)c1cccc2c(-c3cccnc3)coc12 do in these assays?
H9c2 protect: 8; MC4R antag cAMP: -2; N-glyco inh: 13; Vif inh: 12; PDI inh: -5; ABCB6 inh MLPCN: 91; aDG glyco act: 1.4; m5-HT2A agonist: 3; MC4R ag barr: 2.4

What do the screens show for `CCOCCc1c(O)nc(SCCOc2ccc(C)c(C)c2)[nH]c1=O`?
H9c2 protect: 1; MC4R antag cAMP: 3; N-glyco inh: 3; Vif inh: 6; CaV13 ICDI inh: -3; PDI inh: 8; ABCB6 inh MLPCN: 101; aDG glyco act: -0.2; m5-HT2A agonist: 0; MC4R ag barr: -4.3

Results for Cc1ccccc1-n1c(C)cc(/C=C2\NC(=O)NC2=O)c1C ?
H9c2 protect: -16; MC4R antag cAMP: -12; N-glyco inh: 1; Vif inh: 2; CaV13 ICDI inh: -9; PDI inh: 13; ABCB6 inh MLPCN: 92; aDG glyco act: -0.5; m5-HT2A agonist: 4; MC4R ag barr: -0.8

What do the screens show for `COc1ccc(CN2CCN(C(=O)c3cccs3)CC2)cc1Br`?
H9c2 protect: -11; MC4R antag cAMP: 10; N-glyco inh: 0; Vif inh: -3; PDI inh: 0; ABCB6 inh MLPCN: 90; aDG glyco act: 0.1; m5-HT2A agonist: 9; MC4R ag barr: 2.7

How did Cc1noc(C)c1C(=O)Nc1nc(C23CC4CC(CC(C4)C2)C3)cs1 do in these assays?
H9c2 protect: -10; MC4R antag cAMP: 3; N-glyco inh: -8; Vif inh: -16; PDI inh: 10; ABCB6 inh MLPCN: 94; aDG glyco act: 0.2; m5-HT2A agonist: 4; MC4R ag barr: 1.4

What do the screens show for `Cc1cc(=O)oc2c3c(cc(OCC(=O)NCc4ccccc4)c12)OC(C)(C)CC3`?
H9c2 protect: 7; MC4R antag cAMP: 16; N-glyco inh: 8; Vif inh: 4; ABCB6 inh MLPCN: 101; aDG glyco act: -0.1; m5-HT2A agonist: -3; MC4R ag barr: 1.7
